# Screening data as filed in PubChem BioAssay.
# TNAP inh hi DEA – blocks human TNAP under high phosphate acceptor concentration; P05186; purified TNAP, CDP-star luminescence, 1 M DEA; inhibition, % at 20 µM; 200,000 tested, 0.03% active; AID 1135;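 active means over 50% inhibition of tissue-nonspecific alkaline phosphatase at 20 µM in the single-dose screen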;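 further: plate controls were DMSO wells for no effect and EDTA-quenched wells as full inhibition for full effect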
# Target sequence (P05186 whole entry, looked up): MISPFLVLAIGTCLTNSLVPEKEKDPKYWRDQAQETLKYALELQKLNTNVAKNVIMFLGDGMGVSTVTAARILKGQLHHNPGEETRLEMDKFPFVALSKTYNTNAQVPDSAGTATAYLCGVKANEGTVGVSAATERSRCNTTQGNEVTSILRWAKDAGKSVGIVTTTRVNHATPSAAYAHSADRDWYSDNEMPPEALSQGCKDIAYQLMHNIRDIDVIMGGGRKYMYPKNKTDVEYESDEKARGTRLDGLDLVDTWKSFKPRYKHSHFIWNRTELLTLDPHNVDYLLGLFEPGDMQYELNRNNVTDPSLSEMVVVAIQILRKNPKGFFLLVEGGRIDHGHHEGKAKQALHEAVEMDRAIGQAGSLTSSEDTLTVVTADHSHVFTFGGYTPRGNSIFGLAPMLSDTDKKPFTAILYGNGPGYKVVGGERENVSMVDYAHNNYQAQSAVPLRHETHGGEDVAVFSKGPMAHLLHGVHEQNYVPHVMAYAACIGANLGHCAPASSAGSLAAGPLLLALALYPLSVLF
# TNAP act hi DEA – activators of human TNAP at high phosphate acceptor concentration; P05186; purified TNAP, CDP-star luminescence, 1 M DEA, 30 min; hits give high values; 0 = EDTA background, 1 = DMSO-only activity; activation factor at 20 µM; 200,000 tested, under 10 active;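 active means activation factor at least 2 at 20 µM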
#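 Control set: EDTA negative control, DMSO positive control / Assay system: human TNAP / Quantity: TNAP 1/800 final / Evaluation: TNAP activation factor scaled between EDTA and DMSO control wells / Measured by: luminescent substrate turnover signal / Compound dosing: one dose, 20 µM / Times: 30 min enzyme reaction at room temperature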
# TNAP inh no acc – TNAP (human) inhibition, acceptor-free conditions; purified TNAP, CDP-star luminescence, 30 min; P05186; 200,000 tested, 0.26% active; inhibition, % at 20 µM;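 active means tissue-nonspecific alkaline phosphatase inhibition above about 50% at 20 µM in the single-dose screen, limit read from the data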;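 further: 0% = DMSO negative control and 100% = EDTA positive control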
# PMI activator – activators of human phosphomannose isomerase | P34949 | purified human PMI, coupled resazurin fluorescence, 20 min; hits give high values; 1 = vehicle control, 0 substrate-free wells | activation factor at 20 µM | 190,000 tested, 0.005% active;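 active means activation factor of 2 or more at 20 µM, relative to plate controls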
# bIAP activator – intestinal alkaline phosphatase (bovine) activation | purified bovine IAP, CDP-star luminescence, 30 min; hits give high values; fold of DMSO-control signal, blank-subtracted | activation factor at 20 µM | 200,000 tested, 0.17% active | AID 1016;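 active means activation factor of 2 or more at 20 µM, a signal rise over negative controls twice the positive control's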
# PMI act satM6P – PMI (human) activation, high substrate; coupled PMI enzyme assay, resazurin fluorescence, 20 min; hits give high values; 1 = untreated enzyme, 0 = substrate-free blank; activation factor at 20 µM; AID 1216; P34949; 190,000 tested, 0.34% active;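 active means activation factor of 2 or more at 20 µM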
#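 Material: human phosphomannose isomerase with PGI, G6PDH, diaphorase coupling enzymes. Quantity: 15 ng/mL PMI. Medium: HEPES pH 7.4 buffer with MgCl2 and Tween-20. Reagent: Near-saturating mannose-6-phosphate, 1.0 mM. Compound: 20 µM single dose. Times: enzyme reaction with compound 20 min at room temperature. Detection: resorufin fluorescence at Ex 544/Em 590 nm.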
# NF-kB expr up – compounds increasing NF-kB expression in human neuronal cells; fold change at 12.5 µM; 190,000 tested, 1.6% active; NF-kB reporter expression; hits give high values; in the data active means fold change above about 3.3
# FLuc act counter – firefly luciferase counter-screen for stimulation assays; P08659; ATPlite luciferase biochemical, luminescence, 10 min; 0 = ATP-free wells, 1 = DMSO control; activation factor at 10 µM; 200,000 tested, under 10 active;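 active means luciferase activation factor, scaled between plate controls, of at least 2 with compound at 10 µM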
# Target sequence (P08659 whole entry, looked up): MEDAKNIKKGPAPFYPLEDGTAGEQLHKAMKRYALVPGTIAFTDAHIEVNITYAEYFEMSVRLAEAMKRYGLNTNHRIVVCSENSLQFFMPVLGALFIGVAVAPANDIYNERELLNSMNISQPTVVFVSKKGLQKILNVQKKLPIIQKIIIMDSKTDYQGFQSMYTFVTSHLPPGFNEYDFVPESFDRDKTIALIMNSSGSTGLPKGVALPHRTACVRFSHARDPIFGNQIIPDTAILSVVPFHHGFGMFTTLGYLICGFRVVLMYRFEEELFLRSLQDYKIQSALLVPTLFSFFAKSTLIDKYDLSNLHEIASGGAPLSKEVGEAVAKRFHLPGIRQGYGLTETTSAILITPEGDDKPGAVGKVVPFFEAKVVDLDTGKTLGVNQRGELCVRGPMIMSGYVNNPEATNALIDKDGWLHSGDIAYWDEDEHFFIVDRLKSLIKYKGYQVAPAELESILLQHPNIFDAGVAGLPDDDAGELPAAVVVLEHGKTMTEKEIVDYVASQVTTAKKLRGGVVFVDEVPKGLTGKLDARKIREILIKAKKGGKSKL
#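 System: luciferase plus luciferin reagent, cell-free; medium: PBS as buffer for the ATP substrate; dosing: test compounds dosed from 2 mM stocks in 100% DMSO; timing: 10 min post-reagent at room temperature; measured by: luminescence measurement of luciferase light output; evaluation: luciferase activation, seen as luminescence increase over controls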
# APP 5'UTR act – APP 5'UTR luciferase reporter activation. SH-SY5Y APP 5'UTR luciferase reporter, luminescence; zero percent = DMSO vehicle wells. activation, % at 2 µM. 190,000 tested, 1% active;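 active means activation above a set limit, based on mean plus 3 SD of controls, cut at about 140% in these data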; further: values of inactives mirror those of a sister screen read the other way
# FLuc inh counter – counter-screen for luciferase assay inhibitors: firefly luciferase inhibition. P08659. ATPLite firefly luciferase biochemical luminescence, 10 min. inhibition, % at 10 µM. 200,000 tested, 1.5% active. AID 1006;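 active means inhibition above about 50% when tested at 10 µM, limit read from the data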
# Numbers without * were called inactive; nt = no result given. No enrichment for hits; overall some 3.6% were active at least once.
Structure	TNAP inh hi DEA	TNAP act hi DEA	TNAP inh no acc	PMI activator	bIAP activator	PMI act satM6P	NF-kB expr up	FLuc act counter	APP 5'UTR act	FLuc inh counter
OC(c1ccccc1)(c1ccc(F)cc1)C(c1ccccc1)N1CCOCC1 (stereo not drawn)	-2	1	-7	1	1	1	0.79	1	0	-2
Cc1ccc(NC(=S)NCCc2ccccc2)c(C)c1	2	1	2	0.9	1	0.9	1.6	1	1	2
CC1CC(C)CN(CCCNC(=O)c2csc3c2CCCC3)C1 (stereo not drawn)	-3	1	-5	0.9	0.6	0.9	1.2	1	-8	-2
CCCSc1nsc(SCCC)c1C(N)=O	-8	1.1	-15	1.2	0.9	1.2	1	1.1	28	-5
Cn1nc(-c2ccc(C(=O)NCC3CCCO3)cc2)c2ccccc2c1=O (stereo not drawn)	-3	1	-7	1.1	1	1.1	nt	1	-4	4
C=CCN1C(=O)/C(=C/c2ccc(N(C)C)cc2)S/C1=N\c1nnc(CC)s1	14	0.9	15	0.9	0.8	1	1.1	1	7	-4
COc1cccc(/C=N/Nc2ncnc3scc(-c4ccccc4)c23)c1OC	-4	1	-5	1.1	1	1.1	0.64	1	-7	-1
COCCn1cnnc1SCC(=O)Nc1ccc(Br)cc1F	-2	1	-4	1	1	1	1.4	1	13	-2
COc1ccc(Br)cc1C1SCCN1S(C)(=O)=O (stereo not drawn)	3	1	-6	1	1	1	0.98	1	5	-3
CC(C)(C)NC(=O)C(c1c[nH]c2ccccc12)N(C(=O)Cn1nnc(-c2ccc(Cl)cc2)n1)c1ccccc1F (stereo not drawn)	-2	1	0	0.9	1.2	1	0.91	1	-11	2
COc1ccc(Cc2nn[nH]n2)cc1	-5	1.1	-7	1	0.9	1.1	0.91	1.1	1	-8
O=C(CSc1ccc([N+](=O)[O-])cn1)Nc1ccc(N2CCOCC2)c(Cl)c1	-8	1.1	-4	1	1.1	1.1	0.9	1	-13	-4
O=C(O)CSc1nc2ccccc2n1C1CCCCC1	-16	1.2	-10	1.1	1.1	1.1	1.1	1	14	-3
COc1cc(OC)c(OC)cc1CN1CCCC(C(=O)c2ccc3c(c2)OCO3)C1 (stereo not drawn)	-1	1	-1	0.9	1	1	1.2	1	-9	-5
CCOC(=O)C(C(=O)OCC)[C@@H]1CS(=O)(=O)C[C@H]1C(C(=O)OCC)C(=O)OCC	0	1	-4	0.9	1	1	1	1	6	-2
Cn1c(C(=O)N2CCCC(C(=O)NCCc3ccccc3)C2)cc2sccc21 (stereo not drawn)	-8	1.1	-4	1	1	1	1.1	1	14	-2
O=C(CCC(=O)c1ccc(F)cc1)Nc1cccc(S(=O)(=O)Nc2cccc(Cl)c2)c1	-3	1	-2	1	1.1	1	0.78	1	7	-1
COc1ccc(NC(=O)c2cccs2)cc1OC	-4	1	-11	0.9	1	0.9	1.4	1	-2	1
CC(=O)N1c2c(cc(Br)cc2S(=O)(=O)Nc2c(C)n(C)n(-c3ccccc3)c2=O)CC1C (stereo not drawn)	1	1	-8	1	1	1	1.1	1	15	1
Cc1cc(C)cc(C(=O)NCC(=O)OCC(=O)N2CCCCC2)c1	3	1	16	1.2	1	1.2	1.1	0.9	-5	6
CCn1cnc2sc(C(=O)Oc3ccc(Br)cc3)c(C)c2c1=O	-4	1	-10	1	0.9	1	1.8	1	41	1
CC(COc1ccccc1)N1CCC(CO)(Cc2ccccc2)CC1 (stereo not drawn)	-6	1.1	-2	1	1	1.1	4.4*	1.1	27	-8
Cc1cccn2c(=O)c(C=Nc3ccccc3)c(NCc3ccco3)nc12	0	1	-7	1.1	1	1.1	0.97	1.1	9	-5
COc1cc(S(=O)(=O)N2CCN(C(=O)c3ccccc3F)CC2)c(OC)cc1NC(C)=O	-7	1.1	1	1.1	1	1.2	0.89	1.1	10	-7
COc1cc(/C=C/C(=O)Nc2ccc3[nH]c(=O)[nH]c3c2)cc(OC)c1OC	-2	1	-5	0.9	1.1	0.7	nt	0.9	10	5
COc1ccccc1NC(=O)CCSc1nnnn1C	-4	1	-13	1	0.9	1	0.88	1.1	-2	-8
CCOC(=O)N1CCC(NC(=O)C(NC(=O)C2CCC(C)CC2)C(C)CC)CC1 (stereo not drawn)	-2	1	-12	1.1	1.2	1.1	1.3	1	3	-4
COc1ccc(CCNC(=O)C2CCC(CNc3c(N4CCCC4)c(=O)c3=O)CC2)cc1OC (stereo not drawn)	-5	1.1	-13	0.9	1.1	0.9	1.1	1	-28	-3
CN(c1ccc(C(=O)Nc2ccc3c(c2)OCCO3)cc1)S(C)(=O)=O	0	1	-15	1	0.9	0.9	2.6	0.4	104	56*
CC(C)(C)C(=O)NNC(=O)COc1ccc2ccccc2c1Br	-4	1	-139	0.9	1.1	0.9	1.2	1.1	-5	-8
Cc1c(NC(=O)C(C)OC(=O)CNC(=O)c2ccc(C(C)(C)C)cc2)c(=O)n(-c2ccccc2)n1C (stereo not drawn)	3	1	-9	0.9	0.9	0.9	1	0.9	-12	6
CCOc1ccc(C(Nc2ccc(C)cc2)P2(=O)OCCCO2)cc1 (stereo not drawn)	-5	1	-16	1.1	0.9	1.1	1.1	1.1	-6	-6
Cc1noc(C)c1CSc1nnc2scc(-c3ccc(Cl)cc3)n12	-3	1	-1	1	1	1	0.99	1.1	-5	-6
CCOc1ccc(OCC)c(NC(=O)C2COc3ccccc3O2)c1 (stereo not drawn)	-7	1.1	-8	0.8	1	0.9	1.1	1	-2	-1
C=CCn1c(Cc2csc(N)n2)nnc1SCc1ccc(C(=O)OC)cc1	-4	1	-6	1	0.9	1	1.2	1.1	3	-6
Cc1ccc(N(C(=O)Cc2cccs2)C(C(=O)NC2CCCCC2)c2ccccn2)cc1C (stereo not drawn)	-1	1	2	0.9	0.9	0.9	0.67	1.1	-5	-6
C#CCOCCOCCOCCNc1nc(N2CCOCC2)nc(N2CCN(C(=O)[C@H](CCC(=O)O)n3cc(C(N)Cc4ccc(O)cc4)nn3)CC2)n1 (stereo partly drawn)	-5	1	-1	1.2	1.1	1.2	1.1	1.1	13	-7
Cc1c(NC(=O)c2cc3nc(-c4ccc(Cl)cc4)cc(C(F)(F)F)n3n2)c(=O)n(-c2ccccc2)n1C	-4	1	-3	1	0.9	0.9	1.1	1.1	2	-6
O=C(CNC(=O)COc1ccccc1)NCc1ccccc1F	-3	1	-10	0.8	0.8	0.9	1.2	1	27	-1
Cc1ccc(NC(=S)N(CCCN2CCOCC2)Cc2cccnc2)cc1C	-7	1.1	-12	1	1	1	0.92	1.1	60	-10

# Compound profiles, as listed above. Order of screens: TNAP inh hi DEA, TNAP act hi DEA, TNAP inh no acc, PMI activator, bIAP activator, PMI act satM6P, NF-kB expr up, FLuc act counter, APP 5'UTR act, FLuc inh counter
# Results for COc1ccc(CCNC(=O)C2CCC(CNc3c(N4CCCC4)c(=O)c3=O)CC2)cc1OC (stereo not drawn) → -5, 1.1, -13, 0.9, 1.1, 0.9, 1.1, 1, -28, -3
# Results for CCOc1ccc(C(Nc2ccc(C)cc2)P2(=O)OCCCO2)cc1 (stereo not drawn) → -5, 1, -16, 1.1, 0.9, 1.1, 1.1, 1.1, -6, -6
# Results for Cc1ccc(N(C(=O)Cc2cccs2)C(C(=O)NC2CCCCC2)c2ccccn2)cc1C (stereo not drawn) → -1, 1, 2, 0.9, 0.9, 0.9, 0.67, 1.1, -5, -6
# Results for CN(c1ccc(C(=O)Nc2ccc3c(c2)OCCO3)cc1)S(C)(=O)=O → 0, 1, -15, 1, 0.9, 0.9, 2.6, 0.4, 104, 56*

# (list continues)
Structure	TNAP inh hi DEA	TNAP act hi DEA	TNAP inh no acc	PMI activator	bIAP activator	PMI act satM6P	NF-kB expr up	FLuc act counter	APP 5'UTR act	FLuc inh counter
O=C1c2cccc3cccc(c23)C(=O)N1OS(=O)(=O)c1ccccc1	-3	1	0	0.9	0.9	0.9	3	0.4	7	59*
CN(C(=O)Nc1ccccc1)C1CCS(=O)(=O)C1 (stereo not drawn)	2	1	-3	0.9	0.9	0.9	1.5	1	-25	-2
CCN1C(=O)/C(=C/c2cccs2)N(C)C1=S	4	1	-8	1	0.8	1	0.93	1	-14	-2
COc1ccc2nc(SCC(=O)Nc3ccc(S(=O)(=O)Nc4nccc(C)n4)cc3)[nH]c2c1	0	1	-14	1	1	1.1	1	0.9	-6	6
NC(=O)c1cc2ccc(O)cc2oc1=Nc1ccccc1	6	0.9	3	1	0.8	1.1	2.1	1	2	-3
O=C(O)/C=C/C(=O)Nc1cccnc1	0	1	-1	1.1	1	1.1	1.2	1.1	21	-9
CCN1C(=O)CC(C(=O)Nc2ccc(F)cc2)SC1=Nc1ccc2c(c1)OCO2 (stereo not drawn)	-1	1	-12	0.9	0.8	0.9	0.87	1.1	-16	-8
CCn1c(SCC(=O)Nc2nc(C)cs2)nnc1C(NC(=O)c1ccccc1Cl)C(C)C (stereo not drawn)	-6	1.1	-12	0.9	0.9	0.9	0.96	1	-6	-4
COc1ccc(N2C(=O)C3C(c4ccc(OC)cc4O)NC(Cc4ccccc4)(C(=O)O)C3C2=O)cc1 (stereo not drawn)	-7	1.1	-47	1.1	1.4	1	0.99	0.9	6	6
Cn1c(Cc2cccc3ccccc23)nnc1SCC(=O)N1CCN(c2ccccc2)CC1	0	1	-2	0.9	1.1	0.9	1.1	1	21	-2
CCN1/C(=C2\OC(=S)N(C)C2=O)Sc2ccccc21	0	1	-4	0.9	0.9	0.9	1.4	1	1	0
CN1CCN(C(=O)c2ccc3c(=O)n(-c4ccc(F)cc4)c(=S)[nH]c3c2)CC1	-2	1	-12	1	0.9	0.9	1.2	1	-1	-4
COc1cc(CNCCCCO)ccc1OCc1ccccc1F	-2	1	-9	1	1	1	1.8	1	11	0
O=C(Nc1ccon1)c1ccc(N2CCCCC2)c([N+](=O)[O-])c1	5	1	2	0.9	1	0.9	3.2	0.9	133	12
CN=C(Nc1ccc(Br)cc1)SC1CC(=O)N(c2ccc(OC)cc2)C1=O (stereo not drawn)	2	1	3	0.8	0.9	1	0.85	1.1	18	-7
O=C(O)COc1ccc(/C=C2\SC(=Nc3ccccc3)N(c3ccccc3)C2=O)cc1	5	1	-3	1.1	1	1.1	1.3	1	8	-4
CCc1ccccc1NC(=O)c1ccc([N+](=O)[O-])s1	-8	1.1	-13	1	1	1	1.5	1.1	-19	-8
Cc1ccc(CNC(=O)N[C@@H](Cc2ccccc2)C(=O)O)cc1	1	1	-2	1	0.4	1.1	1.2	1	0	2
COc1ccc(Nc2nnc(SCC(=O)N3CC(=O)Nc4ccccc43)s2)cc1	-3	1	1	0.9	1.2	0.9	1.1	0.4	17	55*
CC(C)CCNC(=O)c1cc(-c2ccncc2)nc2ccc(S(=O)(=O)N3CCOCC3)cc12	-2	1	-5	1	1	0.9	0.97	1	8	2
